# Screens: PubChem BioAssay, several laboratories
# hgDAF-12 ag – hgDAF-12 agonism, primary luciferase screen | AID 687014 | activation, % at 6.8 µM | 1.8% of 370,000 active | HEK293 GAL4-hgDAF12 UAS-luciferase reporter, agonist luminescence; normalized to butyrate control;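 active = activation above a cutoff set at the mean of all screened compounds plus 3 SD, cut at about 10% in these data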;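 also: 0% = DMSO wells and 100% = sodium butyrate wells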
# hcDAF12 agonist – activates DAF-12 receptor from parasite H. contortus; HEK293 hcDAF-12 lit1-tk-luc reporter, luminescence; 0% DMSO, 100% Δ7-dafachronic acid; activation, % at 6.8 µM; 1.4% of 370,000 active;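 active = activation above the mean of all tested compounds plus 3 SD, cut at about 5.5% in these data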;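 also: 100% = response to 3 µM Δ7-dafachronic acid high control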
# GC-A act – GC-A (human) enzyme activation; HEK293 GC-A cells, cGMP TR-FRET, EC30 ANP; 0% at EC30 ANP, 100% saturating ANP; 0.14% of 370,000 active; activation, % at 10 µM; AID 1671463; P16066; in the data active = activation above about 40%
# HGIII-sPLA2 inh – Blocks human group III sPLA2 activity; Q9NZ20; QFRET BODIPY PC-A2 liposome hydrolysis, fluorescence; inhibition, % at 12.2 µM; 0.56% of 370,000 active; AID 743126;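 active = inhibition above mean plus 3 SD of compounds lying within the high and low control bounds, cut at about 19% in these data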;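 also: 0% = median of test compound wells and 100% = no enzyme DMSO wells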
# SMARCA2 activ – SMARCA2 function activation, primary screen. activation, % at 9.1 µM. MG213 cells, MMTV-luciferase reporter, dexamethasone, overnight. 1% of 370,000 active; in the data active = activation above about 7.8%;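 also: 0% = vehicle wells and 100% = reference activator wells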
# ssDAF12 agonist – activators of S. stercoralis DAF-12 nuclear receptor; HEK293 ssDAF-12/GRIP1 lit1-tk-luc reporter, luminescence; % of 3 µM dafachronic acid response; activation, % at 6.8 µM; AID 652126; 1% of 370,000 active;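 active = activation above the mean over all tested compounds plus 3 SD, cut at about 0.9% in these data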;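 also: 0% = DMSO-only wells and 100% = 3 µM delta7-dafachronic acid wells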
# GC-B act – GC-B (human) receptor activation; P20594; HEK293-GC-B cells, CNP EC30, cGMP TR-FRET; 0% at EC30 CNP, 100% saturating CNP; activation, % at 10 µM; 0.11% of 370,000 active;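 active = activation at 10 µM reaching about 35% in either raw or pattern-adjusted values, limit read from the data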
# Target sequence (P20594 whole entry, looked up): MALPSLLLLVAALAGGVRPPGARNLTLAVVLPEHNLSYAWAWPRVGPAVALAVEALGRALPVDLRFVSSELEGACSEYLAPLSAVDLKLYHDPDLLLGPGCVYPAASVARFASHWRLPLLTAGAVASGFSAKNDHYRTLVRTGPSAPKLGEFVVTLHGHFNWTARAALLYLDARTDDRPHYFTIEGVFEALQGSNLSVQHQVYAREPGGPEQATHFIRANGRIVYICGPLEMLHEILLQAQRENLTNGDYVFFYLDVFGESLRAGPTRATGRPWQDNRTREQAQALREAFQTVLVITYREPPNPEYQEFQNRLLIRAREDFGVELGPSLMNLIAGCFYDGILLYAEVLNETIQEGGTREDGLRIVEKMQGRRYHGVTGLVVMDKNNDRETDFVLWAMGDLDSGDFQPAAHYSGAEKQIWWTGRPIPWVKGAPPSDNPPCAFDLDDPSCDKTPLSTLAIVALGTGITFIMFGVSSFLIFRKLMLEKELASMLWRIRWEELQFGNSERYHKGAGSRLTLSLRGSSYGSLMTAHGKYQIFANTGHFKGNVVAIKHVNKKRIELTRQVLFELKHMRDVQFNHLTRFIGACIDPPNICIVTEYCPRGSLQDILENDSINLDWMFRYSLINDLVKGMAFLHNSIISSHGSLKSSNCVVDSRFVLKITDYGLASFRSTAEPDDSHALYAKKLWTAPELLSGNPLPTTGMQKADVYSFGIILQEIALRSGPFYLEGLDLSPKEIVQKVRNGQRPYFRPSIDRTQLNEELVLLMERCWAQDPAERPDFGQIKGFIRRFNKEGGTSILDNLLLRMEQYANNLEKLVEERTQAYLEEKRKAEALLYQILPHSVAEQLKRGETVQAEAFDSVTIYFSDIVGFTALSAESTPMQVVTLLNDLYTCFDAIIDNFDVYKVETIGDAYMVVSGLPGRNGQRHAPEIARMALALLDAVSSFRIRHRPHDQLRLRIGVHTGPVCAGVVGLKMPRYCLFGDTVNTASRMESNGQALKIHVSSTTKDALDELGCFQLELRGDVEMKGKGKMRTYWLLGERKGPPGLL
# ADAM10 inh – ADAM10 inhibition, QFRET primary screen. O14672. recombinant ADAM10, EDANS/DABCYL FRET peptide cleavage, 3 h. inhibition, % at 7 µM. 0.62% of 370,000 active. AID 720582;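 active = inhibition above a per-campaign cutoff equal to the mean of compounds falling between control-based bounds plus 3 SD, cut at about 20% in these data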;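 also: 0% = DMSO wells while the 100% control is not disclosed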
# DAX1 inh-1 – blocks DAX1 repression of SF-1 activated StAR promoter. inhibition, % at 6.8 µM. AID 652010. HEK293T StAR-luciferase reporter, SF-1/DAX-1 repression relief. 1.1% of 370,000 active;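 active = inhibition above the mean over all tested compounds plus 3 SD, cut at about 3.6% in these data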;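 also: 0% = DAX-1 cells with DMSO and 100% = cells lacking DAX-1 with DMSO; higher inhibition means more luminescence from relief of DAX-1 repression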
# GAA850 FXN act – activators of GAA850 frataxin (FXN) promoter; HEK293 lucGAA850 FXN promoter luciferase reporter, 24 h; percent of 10 µM SAHA response; activation, % at 6 µM; 0.56% of 360,000 active; AID 540364;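 active = activation above the average of all compounds screened plus 3 SD, cutoff fixed separately per campaign, cut at about 7.5% in these data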;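 also: 0% = DMSO wells and 100% = 10 µM SAHA wells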
# DAX1 inh-2 – inhibitors of human orphan nuclear receptor DAX1 (NR0B1); P51843; HEK293 Gal4-DAX1 luciferase reporter, luminescence; inhibition, % at 6.75 µM; 0.99% of 340,000 active; AID 504766;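 active = inhibition above the mean over all tested compounds plus 3 SD, cut at about 4.2% in these data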;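 also: 0% = DAX1-transfected cells with DMSO and 100% = empty-vector control cells with DMSO; inhibition shows as a rise in luminescence from relieved DAX1 repression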
# * = called active by the depositor; . = no result given.
SMILES,hgDAF-12 ag,hcDAF12 agonist,GC-A act,HGIII-sPLA2 inh,SMARCA2 activ,ssDAF12 agonist,GC-B act,ADAM10 inh,DAX1 inh-1,GAA850 FXN act,DAX1 inh-2
COc1cc(Cl)ccc1OCc1cc(C(=O)NCCCN2CCCC2=O)no1,0.3,-1.5,17.7,7.7,-1.8,-1.1,6.3,-2.7,-0.1,0.0,1.3
CC(O)CN1CCN(C(=O)CN2C(=O)NC(c3ccccc3)(c3ccccc3)C2=O)CC1 (stereo unspecified),-0.1,0.6,3.8,15.2,0.1,-1.1,-5.5,11.4,0.2,-1.4,-1.5
CCN(CC)S(=O)(=O)c1cc(NC(=O)c2ccc(Br)s2)ccc1C,-1.1,-1.4,-1.2,-22.3,-3.6,-1.9,0.7,7.4,-1.6,3.9,0.3
CCOc1ccc(N(CC(=O)NCCSc2ccccn2)S(=O)(=O)c2ccc(Cl)cc2)cc1,0.8,-1.3,-4.0,-0.8,-2.3,0.3,-9.0,-3.2,0.4,-1.4,0.8
CC(C)CC(=O)NC(=S)NCc1ccccc1,2.5,0.5,4.4,16.6,2.4,-1.0,-0.6,-4.4,-0.9,0.8,0.3
CC(C)C(=O)NC(=S)Nc1ccc(S(=O)(=O)NC(C)(C)C)cc1,0.0,-2.3,0.9,-1.8,-1.3,-1.2,8.5,-0.6,-1.0,-1.2,-0.8
CCOC(=O)Nc1ccc2c(c1)N(C(=O)CCCl)c1ccccc1[S@]2=O,-3.5,-1.9,1.0,-3.5,0.2,-1.5,-0.5,1.1,-0.7,4.9,-0.1
Cc1ccc(COc2coc(CO)cc2=O)cc1,5.9,2.7,-1.4,-0.1,5.8,0.8,-2.4,7.8,1.6,1.8,1.4
COc1cc(OC)cc(-c2n[nH]c(=S)n2-c2ccc3c(c2)OCCO3)c1,0.6,-0.1,-9.8,4.2,0.8,-0.7,-9.9,-0.2,-0.3,5.1,1.1
Cc1cc(Br)ccc1NC(=O)C1CCN(S(=O)(=O)c2cnc[nH]2)CC1,-1.2,0.3,3.0,-15.1,-3.4,-1.2,6.3,-0.1,-1.9,-0.8,1.1
COCCN(C(=O)C(F)(F)F)C(C(=O)NC1CCCCC1)c1ccco1 (stereo unspecified),-2.4,-1.4,4.3,5.5,3.0,-1.2,5.0,3.0,-0.5,0.0,-1.2
CC(C)(C)c1ccc(C(=O)O)c(C(=O)c2ccccc2)c1,-0.1,-0.8,1.6,-6.4,-2.0,0.6,8.2,-4.1,0.5,-0.6,0.5
Cc1ccsc1/C=N\NC(=O)CC(=O)NCc1ccccc1,1.9,-1.0,-2.1,-13.8,-4.4,-0.9,-0.9,17.1,0.2,2.5,-0.2
Cn1c(SCC(=O)N2CCCc3ccccc32)nnc1-c1ccccc1,-1.4,-1.4,-2.5,-0.9,0.3,-0.4,-5.5,-3.5,0.6,2.5,-1.7
CC1CC(C)CN(C(=O)CCC(=O)Nc2nnc(C(C)C)s2)C1 (stereo unspecified),-0.2,-0.1,2.5,1.3,-3.5,-0.5,1.5,1.3,-0.4,0.5,0.2
O=C(Nc1cc2c(ccc3ccccc32)oc1=O)C1CCCCC1,-1.1,7.3*,-2.0,23.1*,0.5,0.2,-10.5,-65.1,0.1,0.4,-0.5
CCn1c(C(=O)NC2CCC(C)CC2)cc2sccc21 (stereo unspecified),6.9,-1.3,-0.8,-1.7,-1.9,-0.8,-0.1,0.7,0.7,1.6,0.6
COc1ccc(C(=O)NC2(C(F)(F)F)N=C3SCCN3C2=O)cc1 (stereo unspecified),-0.2,-1.8,3.2,-5.5,-2.1,-1.4,1.7,-2.7,0.6,1.9,0.5
Cc1ccc(S(=O)(=O)N(C)c2ccc(OC(=O)CN3C(=O)NC4(CCCC4)C3=O)cc2)cc1C,0.0,0.4,2.0,-8.6,-1.9,-0.8,3.1,0.4,1.3,0.1,-1.1
CC1CCN(C(=O)CSc2nc3[nH]ncc3c(=O)[nH]2)CC1,-4.2,-0.1,2.0,5.1,-3.7,-1.5,-0.2,3.8,0.4,1.4,-0.7

# Three records picked at random from the list so far, as already listed:
SMILES,hgDAF-12 ag,hcDAF12 agonist,GC-A act,HGIII-sPLA2 inh,SMARCA2 activ,ssDAF12 agonist,GC-B act,ADAM10 inh,DAX1 inh-1,GAA850 FXN act,DAX1 inh-2
CC1CC(C)CN(C(=O)CCC(=O)Nc2nnc(C(C)C)s2)C1 (stereo unspecified),-0.2,-0.1,2.5,1.3,-3.5,-0.5,1.5,1.3,-0.4,0.5,0.2
COc1ccc(C(=O)NC2(C(F)(F)F)N=C3SCCN3C2=O)cc1 (stereo unspecified),-0.2,-1.8,3.2,-5.5,-2.1,-1.4,1.7,-2.7,0.6,1.9,0.5
Cc1ccsc1/C=N\NC(=O)CC(=O)NCc1ccccc1,1.9,-1.0,-2.1,-13.8,-4.4,-0.9,-0.9,17.1,0.2,2.5,-0.2

# The main list resumes, starting four compounds before the break.
SMILES,hgDAF-12 ag,hcDAF12 agonist,GC-A act,HGIII-sPLA2 inh,SMARCA2 activ,ssDAF12 agonist,GC-B act,ADAM10 inh,DAX1 inh-1,GAA850 FXN act,DAX1 inh-2
CCn1c(C(=O)NC2CCC(C)CC2)cc2sccc21 (stereo unspecified),6.9,-1.3,-0.8,-1.7,-1.9,-0.8,-0.1,0.7,0.7,1.6,0.6
COc1ccc(C(=O)NC2(C(F)(F)F)N=C3SCCN3C2=O)cc1 (stereo unspecified),-0.2,-1.8,3.2,-5.5,-2.1,-1.4,1.7,-2.7,0.6,1.9,0.5
Cc1ccc(S(=O)(=O)N(C)c2ccc(OC(=O)CN3C(=O)NC4(CCCC4)C3=O)cc2)cc1C,0.0,0.4,2.0,-8.6,-1.9,-0.8,3.1,0.4,1.3,0.1,-1.1
CC1CCN(C(=O)CSc2nc3[nH]ncc3c(=O)[nH]2)CC1,-4.2,-0.1,2.0,5.1,-3.7,-1.5,-0.2,3.8,0.4,1.4,-0.7
CNC(=O)CCCc1nc(-c2ccccc2Cl)no1,-0.2,-0.8,0.8,7.2,-4.0,-0.8,2.6,-2.7,0.2,-1.6,1.4
CC(/C=C/c1cccc([N+](=O)[O-])c1)=N/NC(=O)c1cccnc1,0.1,0.4,-0.1,1.8,-0.4,0.0,-3.9,-10.8,-0.3,5.4,0.7
CC(OC(=O)c1oc2ccccc2c1COc1ccccc1)C(N)=O (stereo unspecified),-2.8,-1.7,6.1,-0.8,-7.2,-0.9,-1.8,-3.2,0.1,0.1,0.3
CN1CCC(N(C)C(=O)Cc2ccccc2[N+](=O)[O-])CC1,1.2,-0.9,1.1,2.7,2.4,-1.7,3.6,6.4,0.7,-1.6,0.6
CC(=O)OC(Cn1ccnc1)c1ccccc1 (stereo unspecified),-1.6,1.2,2.3,0.1,-1.2,-1.5,2.0,6.2,0.4,-3.4,0.9
COc1ccc(NC(=O)c2cc(S(=O)(=O)N(Cc3ccccc3)c3ccccc3)ccc2Cl)cn1,1.2,-2.3,-1.6,-18.6,-3.6,-2.1,-0.1,20.0*,0.0,0.4,-2.0
CCOC(=O)C1(Cc2ccccc2)CCN(Cc2cccc3nccnc23)CC1,-1.2,0.1,-2.6,-7.3,-2.7,-1.6,-2.6,2.6,0.0,-2.7,0.8
CC1SC(c2ccc(F)cc2)N(CCc2ccccc2)C1=O (stereo unspecified),3.6,0.4,-11.0,-5.2,2.9,-0.3,-6.0,8.9,-0.2,3.0,-0.8
O=[N+]([O-])c1ccc(Sc2nc3ccccc3[nH]2)c(Cl)c1,-2.6,1.2,0.2,-3.4,-0.8,-0.6,2.7,-1.6,0.4,.,.
O=C(NCc1ccc(F)cc1)C1CCCN(C(=O)NCc2ccccc2)C1 (stereo unspecified),1.8,1.3,-2.4,6.6,-2.4,-0.7,-9.8,-7.9,0.1,0.8,3.1
COc1ccc(NC(=O)CSc2n[nH]c(N)n2)cc1OC,-2.8,-0.2,0.3,2.0,1.6,-0.8,-3.0,-1.2,1.1,2.5,-0.5
CCOc1ccc(CCNC(=O)CCc2nnc3ccc(N4CCOCC4)nn23)cc1,1.1,-0.7,-3.8,-4.5,1.4,-1.5,-1.2,-6.8,-0.3,2.2,1.1
Cc1ccc(S(=O)(=O)N(C)C)cc1NC(=S)NCCc1ccccn1,0.1,-1.1,2.1,4.8,4.1,-1.1,-2.5,3.4,-1.0,-0.9,2.0
CCOc1ccc(/C=C2/C(=O)N(c3ccc(OC)cc3)C(=S)N2CC(=O)OC)cc1OCC,-1.9,1.2,-0.7,1.1,-2.2,-1.3,-0.7,7.5,-0.4,3.2,-0.2
COc1cccc(N(C)C(=O)[C@@H](C)[C@@H](O)c2ccc(Cl)cc2)c1,-1.5,-2.7,-8.6,0.3,-2.0,-1.4,-5.1,2.7,-1.0,.,.
CCOC(=O)N1CCN(C(=O)C[C@@H]2C[C@@]3(C(=O)OC)CCCCC=C3N(Cc3ccccc3)C2=O)CC1,2.8,-0.9,2.4,-4.1,-2.8,-1.3,6.2,-2.3,0.6,.,.
C[C@@H]1CN([C@H](C)CO)C(=O)c2cc(NS(=O)(=O)c3ccccc3)ccc2O[C@@H](C)CCCCO[C@@H]1CN(C)Cc1ccc(Cl)c(Cl)c1,-2.2,6.7*,-4.1,-20.5,-3.5,-0.6,-0.8,-1.4,0.1,.,.
Nc1ncnc2oc(-c3ccco3)c(-c3ccco3)c12,-1.8,-1.7,-24.6,2.3,-2.3,-0.9,-5.5,-56.2,0.3,4.4,0.2
CC(C)NC(=O)N[C@H]1C[C@@H]2O[C@H](CO)CC[C@@H]2O[C@@H]1CCc1ccc(-c2ccccc2F)cc1,-0.6,-0.2,4.8,-10.3,0.4,-0.6,0.9,5.6,-0.4,.,.
Cc1cnc(C)c(Nc2nc(C(N)Cc3ccc(F)cc3)cs2)n1 (stereo unspecified),-0.3,-1.2,-9.3,-3.8,0.0,-1.6,-1.5,-7.4,-0.8,-2.2,.
CC(=O)Nc1cc(-c2ccc(C(=O)NC3CC3)cc2)cn2c(-c3cccc(C(C)=O)c3)cnc12,-1.0,-2.9,1.3,6.1,-2.9,-0.9,7.3,-35.6,-2.3,-2.0,.
CSCC(C)N1CCC(CO)(CCCc2ccccc2)CC1 (stereo unspecified),0.7,1.1,-0.5,-2.5,0.4,-0.8,1.3,-8.6,0.2,1.9,0.7
CCCc1nnc(SCC(=O)N2CCCCC2C)n1CC1CCCO1 (stereo unspecified),1.2,-2.1,2.9,0.5,-0.8,-1.2,1.9,3.2,-0.3,1.8,-0.1
COc1ccc2c(c1)C(C)(CCN)C(=O)N2C (stereo unspecified),0.4,-0.5,-1.5,4.9,-0.2,-0.9,1.7,-2.0,0.6,0.0,0.6
CN1CC=C2C(C#N)=C(N)C(C#N)(C#N)C(c3ccsc3)C2C1 (stereo unspecified),-0.3,0.2,3.5,-13.7,0.8,-0.9,-3.8,-366.6,-0.1,-0.8,1.5
O=C(COc1cc(Cl)ccc1Cl)Nc1ccc2c(c1)CCC2,0.9,0.0,-2.1,-1.7,-1.4,-1.0,-0.3,1.5,0.4,2.2,-1.2
CCn1nc(C)c(NC(=O)CSc2nnc(-c3ccco3)n2C)c1C,0.6,-3.1,-2.1,4.9,-3.9,-1.6,0.8,11.7,0.2,1.1,-0.7

# No enrichment for hits, and some 6.6% of all compounds hit somewhere here.
